NCOA1 inh = human NCOA1 inhibition; Q15788; HEK293 GAL4-SRC1 luciferase reporter, luminescence; inhibition, % at 3.6 µM; 360,000 tested, 0.12% active; AID 588354;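 active means inhibition above the campaign mean plus 3 SD, with each screening campaign given its own cutoff, cut at about 60% in these data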;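 further: 0% = DMSO treated cells and 100% = gossypol at 36 µM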
EBV LMP1 NFkB = reduces LMP1-driven NF-kappaB luciferase signal | LMP1-induced NF-kappaB luciferase reporter cells, luminescence | inhibition, % at 12.5 µM | 350,000 tested, 0.69% active; in the data active means inhibition above about 41%;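 further: 0% = neutral control wells and 100% = reference inhibitor control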
COUP-TFII inh = NR2F2 (human) inhibition, primary screen; 370,000 tested, 0.7% active; HEK293T NGFI-A luciferase reporter, luminescence; P24468; inhibition, % at 8.6 µM;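 active means inhibition above a per-plate cutoff, mean inhibition of test wells between control levels plus 3 SD, cut at about 38% in these data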;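 further: cells cotransfected with COUP-TFII expression vector driving the NGFI-A reporter; 0% = median of COUP-TF2 test wells and 100% = reporter-only cells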
TROY signal inh = inhibitors of TROY-dependent NF-kB signaling | Q293 LMP1-TROYcd NF-kB luciferase reporter, 4 h | inhibition, % at 10 µM | 360,000 tested, 0.98% active | AID 1347056;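 active means compounds whose plate-normalised and pattern-corrected inhibition of the luciferase reporter signal at the single screening dose is 50% or more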
NOD2 RIPK2 PPI = blocks binding of human NOD2 to RIPK2. 360,000 tested, 0.38% active. inhibition, % at 4.98 µM. CHO BLA complementation NOD2-RIPK2, CCF4 ratio. O43353. AID 624267; in the data active means inhibition above about 21%;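 further: 0% = vehicle only and 100% = reference blocker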
Target sequence (O43353 whole entry, looked up): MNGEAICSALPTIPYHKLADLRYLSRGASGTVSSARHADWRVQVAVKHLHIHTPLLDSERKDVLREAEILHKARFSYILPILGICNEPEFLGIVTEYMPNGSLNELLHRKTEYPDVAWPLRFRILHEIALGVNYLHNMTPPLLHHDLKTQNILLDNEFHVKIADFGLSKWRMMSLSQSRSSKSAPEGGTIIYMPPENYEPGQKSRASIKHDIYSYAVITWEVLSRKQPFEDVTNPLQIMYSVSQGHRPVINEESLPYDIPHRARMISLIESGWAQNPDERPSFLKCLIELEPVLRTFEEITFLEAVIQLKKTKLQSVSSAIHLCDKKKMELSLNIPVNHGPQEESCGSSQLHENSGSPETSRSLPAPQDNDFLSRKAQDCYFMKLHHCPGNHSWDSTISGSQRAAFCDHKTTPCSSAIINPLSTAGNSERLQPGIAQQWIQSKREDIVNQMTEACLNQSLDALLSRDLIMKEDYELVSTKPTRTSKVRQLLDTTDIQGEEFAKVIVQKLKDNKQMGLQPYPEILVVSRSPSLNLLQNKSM
LRH-1 inv ag = NR5A2 inverse agonism in reporter assay; AID 602396; 360,000 tested, 0.13% active; inhibition, % at 3.6 µM; HEK293T StAR-luciferase reporter, LRH-1 transfected, 24 h;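 active means inhibition above the mean inhibition of all tested compounds plus 3 SD, cut at about 73% in these data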;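 further: 0% = DMSO wells and 100% = reporter-only cells lacking LRH-1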
Target sequence (O00482 whole entry, looked up): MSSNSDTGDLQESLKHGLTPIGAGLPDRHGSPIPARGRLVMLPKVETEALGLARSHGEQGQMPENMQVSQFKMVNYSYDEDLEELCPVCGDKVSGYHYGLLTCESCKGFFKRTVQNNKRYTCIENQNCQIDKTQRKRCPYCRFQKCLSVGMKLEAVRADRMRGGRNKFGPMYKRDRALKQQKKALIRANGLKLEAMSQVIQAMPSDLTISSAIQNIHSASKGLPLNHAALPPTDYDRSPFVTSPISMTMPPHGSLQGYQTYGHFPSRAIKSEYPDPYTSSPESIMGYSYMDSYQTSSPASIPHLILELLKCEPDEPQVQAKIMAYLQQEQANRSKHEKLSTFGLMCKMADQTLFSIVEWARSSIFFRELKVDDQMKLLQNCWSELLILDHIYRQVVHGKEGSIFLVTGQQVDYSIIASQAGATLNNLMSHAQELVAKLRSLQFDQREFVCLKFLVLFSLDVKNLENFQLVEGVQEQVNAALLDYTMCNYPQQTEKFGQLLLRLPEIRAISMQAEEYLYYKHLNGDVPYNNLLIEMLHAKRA
SRC2 inh = inhibits human steroid receptor coactivator 2; HEK293 GAL4-SRC2 luciferase reporter, luminescence; inhibition, % at 9 µM; 370,000 tested, 0.17% active; AID 651957;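 active means inhibition above the mean inhibition of all tested compounds plus 3 SD, set per campaign, cut at about 52% in these data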;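 further: 0% = DMSO treated cells and 100% = cells given Gossypol at 36 µM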
C8 TRAIL sens = caspase-8 TRAIL sensitization. NB7+C8 cells + TRAIL, ATPlite viability luminescence. AID 624354. 360,000 tested, 1% active. inhibition (viability loss, TRAIL sensitization), % at 10 µM;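 active means compounds causing at least 50% loss of cell viability in the single-dose screen, relative to plate controls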
TWEAK-Fn14 inh = inhibitors of TWEAK-Fn14 interaction signaling. TWEAK-stimulated Fn14 reporter cells, luciferase luminescence, 8 h. inhibition, % at 10 µM. 360,000 tested, 2% active; in the data active means inhibition above about 50%
SRC3 inh = human NCOA3 inhibition. 360,000 tested, 0.17% active. inhibition, % at 3.6 µM. AID 588352. HEK293 GAL4-SRC3 luciferase reporter, luminescence;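 active means inhibition above a per-campaign cutoff, the mean of all compounds plus 3 SD, cut at about 60% in these data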;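 further: 0% = DMSO-treated cells and 100% = gossypol-treated cells at 36 µM; higher means less SRC3-driven luciferase light from the GAL4 reporter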
TLR9-MyD88 inh = inhibitors of human TLR9-MyD88 binding; Q9NR96+Q99836; CHO BLA complementation TLR9-MyD88, CCF4 FRET ratio; inhibition, % at 4.98 µM; 340,000 tested, 0.21% active; AID 504734;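 active means inhibition above the mean over all tested compounds plus 3 SD, cut at about 21% in these data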;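 further: 0% = DMSO only wells and 100% = clavulanate BLA inhibitor control wells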
* = called active by the depositor; / = no result given.

SMILES | NCOA1 inh | EBV LMP1 NFkB | COUP-TFII inh | TROY signal inh | NOD2 RIPK2 PPI | LRH-1 inv ag | SRC2 inh | C8 TRAIL sens | TWEAK-Fn14 inh | SRC3 inh | TLR9-MyD88 inh
C=CSc1sc(Cl)c(N2CCOCC2)c1[N+](=O)[O-] | -2 | 6 | 4 | -3 | -7 | -7 | 25 | 0 | 4 | 8 | 2
C[C@H](CO)N1C[C@H](C)[C@@H](CN(C)S(=O)(=O)c2cccs2)Oc2c(NC(=O)C3CCCCC3)cccc2C1=O | -1 | -3 | 3 | -9 | -16 | -7 | 12 | 10 | -7 | 5 | -6
C#CCOCCOCCOCCNc1nc(N2CCN(C(=O)[C@H](CCCN=C(N)N)n3cc(C(N)[C@@H](C)CC)nn3)CC2)nc(N2CCN(C(=O)[C@H](CC(N)=O)n3cc([C@@H](N)C(C)C)nn3)CC2)n1 (stereo partly specified) | -8 | 5 | 1 | -14 | -4 | 0 | -2 | 1 | -4 | 2 | -12
O=C(Nc1cc(C(F)(F)F)ccc1Cl)C(NCc1ccccc1)c1ccccc1 (stereo unspecified) | -8 | -4 | 0 | -7 | -2 | 4 | -3 | 4 | 6 | 15 | -12
COC(=O)c1ccc(CN2CCCC(CNC(=O)Cc3ccc(OC)cc3)C2)cc1 (stereo unspecified) | -9 | 4 | -14 | 7 | 0 | -1 | 4 | -2 | 2 | 2 | -23
Cn1c(=S)[nH]c2scc(-c3cccs3)c2c1=O | -18 | -4 | 10 | 13 | 6 | -1 | -16 | -14 | 8 | 5 | -6
CN(Cc1cccs1)CC(O)COCc1ccco1 (stereo unspecified) | 8 | -2 | -1 | 1 | -12 | -10 | -8 | -4 | -4 | 8 | -3
Cc1cc(=O)oc2cc(OCC(=O)NCCCN3CCOCC3)ccc12 | -13 | -7 | -12 | -9 | -8 | 15 | -1 | 2 | 9 | 6 | -6
C=C(C)Cn1c(SCC(=O)N/N=C/c2ccccc2)nc2ccccc2c1=O | 4 | 0 | 7 | 14 | -8 | 5 | -12 | -12 | -17 | 14 | 1
CC(=O)Nc1ccc(NC(=O)c2cc(S(=O)(=O)N3CCCCC3)ccc2C)cc1 | -6 | -3 | -3 | 8 | -2 | -4 | 7 | 10 | 5 | 3 | -2
CC(OC(=O)c1cc(S(=O)(=O)N2CCOCC2)ccc1F)C(=O)NC1CCCC1 (stereo unspecified) | 10 | 0 | -9 | -2 | 6 | 3 | -7 | -8 | 17 | 8 | 1
Cc1cc(C)cc(N2CC(C(=O)Nc3cc(C)on3)CC2=O)c1 (stereo unspecified) | 9 | 0 | 11 | -21 | -11 | 24 | -4 | -1 | -23 | -1 | -7
C=CCOc1cccc(C2/C(=C(\O)c3ccc4c(c3)OCCO4)C(=O)C(=O)N2CCN2CCOCC2)c1 (stereo unspecified) | -38 | -4 | -1 | -22 | 4 | 5 | 3 | 25 | -16 | 12 | 0
COc1ccc(S(=O)(=O)N2CCOCC2)cc1NC(=O)CSc1n[nH]c(=O)n1C1CC1 | -1 | -6 | 23 | 20 | 7 | -6 | -16 | -1 | -16 | 10 | 2
Cc1ccc(C(=O)Nc2ccccc2-c2ccccc2)cc1S(=O)(=O)Nc1ccccc1 | 3 | 3 | -3 | 24 | -2 | -37 | 6 | 4 | 27 | -6 | -11
O=C(NCCOCCOCCNC(=O)c1cccnc1)c1cccnc1 | -9 | -3 | -26 | -31 | 0 | -7 | -16 | -30 | -16 | -55 | 0
CCCC(C)NC(=O)CSc1nnc2ccccn12 (stereo unspecified) | -7 | 2 | 3 | -8 | -7 | -3 | -18 | -5 | -6 | 16 | 4
Cc1nn(Cc2cccc(C(=O)NC3CCCCC3)c2)c(C)c1Cl | -6 | 6 | -4 | -24 | -9 | -3 | 10 | -5 | 5 | -13 | -1
O=C(COc1ccc2ccc(=O)oc2c1)N1CCc2ccccc21 | -27 | -2 | 0 | -32 | 0 | -17 | -36 | -3 | -55 | -18 | -4
Cc1ccc([N+](=O)[O-])c(-c2n[nH]c(=S)n2-c2cccc(Cl)c2)c1 | 20 | 10 | -11 | 12 | -1 | 10 | -1 | 17 | 0 | 13 | 3
COc1ccc(NC(=O)C2Cc3c(-c4ccc5c(c4)OCO5)ccnc3O2)cn1 (stereo unspecified) | 14 | / | 27 | 24 | -11 | 22 | -23 | 25 | 14 | 12 | /
Cc1cc(C)cc(NS(=O)(=O)c2c(C(=O)N3CCCCCC3)c(C)n(C)c2C)c1 | -7 | 4 | 8 | -4 | 0 | 6 | -10 | -11 | -1 | 5 | 1
CCn1cc(/C=N/NS(=O)(=O)c2ccc(C)cc2)c(C)n1 | 12 | 9 | 11 | 2 | 5 | 17 | 3 | 1 | 20 | 29 | -5
Cc1ccc(S(=O)(=O)NC(C)C(=O)N2CCOCCOCCOCC2)cc1 (stereo unspecified) | 8 | 5 | -2 | -16 | -1 | 3 | 7 | -34 | 14 | 2 | -4
CCc1ccc(N2CC(C(=O)Nc3cccc(C(=O)NC4CC4)c3)CC2=O)cc1 (stereo unspecified) | -7 | 4 | -7 | -22 | 0 | 23 | -5 | -4 | -15 | -1 | -8
Next records follow:
SMILES | NCOA1 inh | EBV LMP1 NFkB | COUP-TFII inh | TROY signal inh | NOD2 RIPK2 PPI | LRH-1 inv ag | SRC2 inh | C8 TRAIL sens | TWEAK-Fn14 inh | SRC3 inh | TLR9-MyD88 inh
Cc1nnc(SCC(=O)NCCC2=CCCCC2)[nH]c1=O | 1 | 3 | -21 | 4 | 3 | 0 | -13 | 10 | 1 | -5 | -12
O=C(CN1C(=O)NC2(CCCC2)C1=O)NCCc1ccc(Cl)cc1Cl | 0 | -4 | -16 | 2 | 2 | 11 | -2 | -10 | -19 | 9 | -1
O=C(CNC(=O)c1ccncc1)N/N=C/c1cc(Br)ccc1OCc1ccccc1 | -19 | -4 | 8 | 8 | -2 | -36 | -12 | 12 | 9 | 5 | 8
CCCC1NC(=O)c2cccnc2-n2c1nc1ccc(Br)cc1c2=O (stereo unspecified) | 7 | 4 | -4 | 7 | 1 | 1 | 14 | -1 | -5 | 7 | -1
CCOC(=O)C(=CNc1cc(C)ccc1C)C(=O)OCC | -14 | -1 | -6 | 22 | -1 | 1 | -2 | -5 | -13 | 6 | -6
CCOC(=O)c1cnc2c(ccc3ccccc32)c1NCCN(C)C | -19 | -1 | -30 | -52 | -18 | -13 | -40 | 6 | -58 | -11 | 1
CCOC(=O)C1=C(CS(=O)(=O)c2ccccc2)NC(=O)NC1c1ccc(OC)c(OC)c1 (stereo unspecified) | 11 | -2 | 10 | -19 | 3 | -5 | -7 | -5 | -9 | -13 | -5
COc1ccc(CC(=O)NCc2nnc(SCCOc3ccccc3)n2C)cc1 | -7 | -1 | 11 | -12 | 4 | 16 | -1 | -11 | -9 | 27 | -1
CC(C)(O)C1=C[N+](=O)CC=C1 | / | / | 4 | -9 | -3 | -9 | -6 | -7 | 13 | / | /
Cc1ccc(N(C(=O)c2snc(C(N)=O)c2N)C(C(=O)NC2CCCC2)c2ccco2)cc1 (stereo unspecified) | 6 | -11 | -11 | -42 | 3 | -11 | -18 | -4 | -11 | -15 | 1
CCOC(=O)c1c(NC(=O)CC)sc(C(=O)NC2CCCC2)c1C | -37 | 0 | -16 | -13 | -13 | -24 | -51 | -20 | -41 | -25 | 0
COc1ccc(S(=O)(=O)Nc2ccc(N3CCOCC3)cc2)cc1[N+](=O)[O-] | -9 | 6 | 3 | -4 | -3 | 11 | -60 | -5 | 4 | 6 | 6
CC(C)c1ccc(OCC(=O)NC2CCCC2)cc1 | -18 | -15 | -10 | -53 | 3 | 3 | 5 | -11 | -33 | 0 | 10
CCn1c(CC(=O)Nc2ccc(F)cc2)nnc1SCC(=O)NC1CCCC1 | -47 | -10 | 9 | -12 | -2 | 5 | 14 | -8 | 14 | -7 | 3
S=c1[nH]nc(C2CCCCC2)n1/N=C/C=C/c1ccccc1 | 9 | -3 | 17 | -9 | 3 | 12 | 7 | 24 | -16 | 12 | -8
Cc1ccc(O)c(NC(=O)CSc2n[nH]c(C)c2[N+](=O)[O-])c1 | -15 | -2 | 3 | 25 | -19 | 7 | -14 | 21 | 28 | -6 | -9
Cc1ccccc1S(=O)(=O)N(C)C[C@H]1OCc2cnnn2CCCC(=O)N([C@@H](C)CO)C[C@H]1C | -11 | 1 | -8 | -15 | -1 | 9 | -12 | -6 | 8 | 2 | -7
COc1ccc(-c2cc(CNS(=O)(=O)c3cc(OC)ccc3OC)on2)cc1 | 6 | -9 | -9 | 1 | -1 | -8 | -22 | -18 | 7 | -12 | -1
CCCOc1ccc(OCCCCNC(C)CC)cc1 (stereo unspecified) | 5 | -3 | 1 | 4 | -1 | 13 | -8 | -10 | -3 | 11 | 8
CON(C)C(=O)CCN(Cc1ccccc1)C(=O)OC(C)(C)C | 1 | 2 | 17 | 5 | 6 | -13 | 4 | -9 | 1 | 14 | -10

Eleven entries from above, as tab-separated lines:
SMILES	NCOA1 inh	EBV LMP1 NFkB	COUP-TFII inh	TROY signal inh	NOD2 RIPK2 PPI	LRH-1 inv ag	SRC2 inh	C8 TRAIL sens	TWEAK-Fn14 inh	SRC3 inh	TLR9-MyD88 inh
Cc1ccc(N(C(=O)c2snc(C(N)=O)c2N)C(C(=O)NC2CCCC2)c2ccco2)cc1 (stereo unspecified)	6	-11	-11	-42	3	-11	-18	-4	-11	-15	1
CCOC(=O)c1c(NC(=O)CC)sc(C(=O)NC2CCCC2)c1C	-37	0	-16	-13	-13	-24	-51	-20	-41	-25	0
COc1ccc(S(=O)(=O)Nc2ccc(N3CCOCC3)cc2)cc1[N+](=O)[O-]	-9	6	3	-4	-3	11	-60	-5	4	6	6
CC(C)c1ccc(OCC(=O)NC2CCCC2)cc1	-18	-15	-10	-53	3	3	5	-11	-33	0	10
CCn1c(CC(=O)Nc2ccc(F)cc2)nnc1SCC(=O)NC1CCCC1	-47	-10	9	-12	-2	5	14	-8	14	-7	3
S=c1[nH]nc(C2CCCCC2)n1/N=C/C=C/c1ccccc1	9	-3	17	-9	3	12	7	24	-16	12	-8
Cc1ccc(O)c(NC(=O)CSc2n[nH]c(C)c2[N+](=O)[O-])c1	-15	-2	3	25	-19	7	-14	21	28	-6	-9
Cc1ccccc1S(=O)(=O)N(C)C[C@H]1OCc2cnnn2CCCC(=O)N([C@@H](C)CO)C[C@H]1C	-11	1	-8	-15	-1	9	-12	-6	8	2	-7
COc1ccc(-c2cc(CNS(=O)(=O)c3cc(OC)ccc3OC)on2)cc1	6	-9	-9	1	-1	-8	-22	-18	7	-12	-1
CCCOc1ccc(OCCCCNC(C)CC)cc1 (stereo unspecified)	5	-3	1	4	-1	13	-8	-10	-3	11	8
CON(C)C(=O)CCN(Cc1ccccc1)C(=O)OC(C)(C)C	1	2	17	5	6	-13	4	-9	1	14	-10

Only part of the results is shown; count on the stated rates, not on these rows.
